Cav3 T inh – human Cav3.2 channel inhibition, primary screen; O95180; Cav3.2-expressing cells, Fluo-4 calcium fluorescence FDSS; hits give low values; B-score at 10 µM; hit rate 4% among 100,000;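 active = single-dose well whose peak fluorescence ratio is a statistical outlier from its plate by either plate-standardised score or position-corrected B-score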
Starred values were filed as active, the others as inactive. This is a subset; rates above refer to the full screens.

SMILES | Cav3 T inh
CC(Nc1nc(-c2ccc(Cl)cc2)cs1)c1nc2cc(Cl)c(N3CCCCC3)cc2n1CCOCCO (stereo not given) | -0.54
Cc1ccc(C2CC2C(=O)NNC(=S)Nc2ccc(Cl)cc2)cc1 (stereo not given) | -10*
CC(=O)N1CCc2cc(S(=O)(=O)CCC(=O)Nc3cccc(F)c3)ccc21 | 0.0048
CCCn1c(SCC(=O)c2ccc3c(c2)OCCO3)nnc1C(C)C | 1.4
CCOC(=O)CC(NC(=O)c1ccco1)c1ccccc1Cl (stereo not given) | -0.19
O=[n+]1cc(-c2cc3ccccc3o2)n([O-])c2c1CCCC2 | -0.61
O=C(CCSc1nnnn1-c1ccccc1)N1CCOCC1 | 0.015
O=C(CC1Oc2ccccc2NC1=O)NCCCN1CCN(C2CCCCC2)CC1 (stereo not given) | 0.52
O=C(O)COc1ccc(NC(=O)c2cccs2)cc1 | 1
CCOC(=O)C(CC)Sc1nc2c(c(=O)[nH]c(=O)n2C)n1CCc1ccccc1 (stereo not given) | 1.2
CC(=O)O[C@H]1CC[C@]2(C)[C@H]3CC=C4[C@@H]5[C@@H](C)[C@H](C)CC[C@]5(C(=O)O)CC[C@@]4(C)[C@]3(C)CC[C@H]2C1(C)C | -0.72
O=c1c2ccccc2c(-c2ccccc2)nn1Cc1c(Cl)cccc1Cl | -0.82
C/C=C/C(=O)Nc1cccc(C2=NOC3(C2)C[C@@H](C(N)=O)N(C(=O)C(c2ccccc2)c2ccccc2)C3)c1 (stereo not given in full) | 0.031
CCSc1nnc(-c2cccs2)o1 | 0.78
COc1ccc(C2(CNC(=O)c3ccc(Br)o3)CCOCC2)cc1 | 0.017
O=C(CCCNS(=O)(=O)c1cccs1)N1CCc2ccccc2C1 | 0.4
Nc1nc(C(=O)N2CCOCC2)nn1S(=O)(=O)c1ccc(Cl)cc1 | 0.18
O=C(CC1(O)C(=O)N(CCc2ccccc2)c2ccccc21)c1ccco1 (stereo not given) | 0.32
COC(=O)c1c(-n2cnnn2)sc(C)c1C | -4.4
Cc1ccc(C)n1-c1sc2c(c1C#N)CCC(C)C2 (stereo not given) | -0.77
CCSc1nsc(SCC)c1C(N)=O | 0.24
Cc1cccc2cc(CN(CC3CCCO3)C(=O)c3cnccn3)c(=O)[nH]c12 (stereo not given) | 1.2
CCOC(=O)C1=C(C)N(C)C(=S)NC1c1ccccc1Cl (stereo not given) | -0.73
CCN(CC)S(=O)(=O)c1cccc(-c2nnc(SCCOc3ccccc3C)o2)c1 | -4.7*
CCOc1ccc(NC(=O)CSc2nnc(COc3c(C)cccc3C)o2)cc1 | 0.38
COc1cc(O)c(C(C)=O)cc1OC | 0.015
CCCc1cc(=O)oc2cc(C)c3c(C)coc3c12 | -0.92
O=C(N/N=C1\CCCc2ccccc21)c1ccc([N+](=O)[O-])cc1Cl | 0.12
CCC(C(=O)OCCN(CC)CC)c1ccccc1 (stereo not given) | 0.22
CS(=O)(=O)N(CC(=O)NCc1ccc2c(c1)OCO2)c1ccccc1 | 0.21

Some of the entries above, reformatted.
mol	Cav3 T inh
O=c1c2ccccc2c(-c2ccccc2)nn1Cc1c(Cl)cccc1Cl	-0.82
C/C=C/C(=O)Nc1cccc(C2=NOC3(C2)C[C@@H](C(N)=O)N(C(=O)C(c2ccccc2)c2ccccc2)C3)c1 (stereo not given in full)	0.031
CCSc1nnc(-c2cccs2)o1	0.78
COc1ccc(C2(CNC(=O)c3ccc(Br)o3)CCOCC2)cc1	0.017
O=C(CCCNS(=O)(=O)c1cccs1)N1CCc2ccccc2C1	0.4
Nc1nc(C(=O)N2CCOCC2)nn1S(=O)(=O)c1ccc(Cl)cc1	0.18
O=C(CC1(O)C(=O)N(CCc2ccccc2)c2ccccc21)c1ccco1 (stereo not given)	0.32
COC(=O)c1c(-n2cnnn2)sc(C)c1C	-4.4
Cc1ccc(C)n1-c1sc2c(c1C#N)CCC(C)C2 (stereo not given)	-0.77
CCSc1nsc(SCC)c1C(N)=O	0.24
Cc1cccc2cc(CN(CC3CCCO3)C(=O)c3cnccn3)c(=O)[nH]c12 (stereo not given)	1.2
CCOC(=O)C1=C(C)N(C)C(=S)NC1c1ccccc1Cl (stereo not given)	-0.73
CCN(CC)S(=O)(=O)c1cccc(-c2nnc(SCCOc3ccccc3C)o2)c1	-4.7*
CCOc1ccc(NC(=O)CSc2nnc(COc3c(C)cccc3C)o2)cc1	0.38
COc1cc(O)c(C(C)=O)cc1OC	0.015
CCCc1cc(=O)oc2cc(C)c3c(C)coc3c12	-0.92

The listing picks up with the two entries that preceded the break.
SMILES | Cav3 T inh
CCC(C(=O)OCCN(CC)CC)c1ccccc1 (stereo not given) | 0.22
CS(=O)(=O)N(CC(=O)NCc1ccc2c(c1)OCO2)c1ccccc1 | 0.21
Cc1cccc(CN2CCN(CC(=O)O)C2=O)c1 | -0.88
C/C(CC(=O)Nc1ccccc1Br)=N\NC(=O)C(=O)N1CCCC1 | -0.82
O=C(Nc1nc2c(s1)CCc1ccccc1-2)c1ccco1 | -0.31
Cc1nc2ccc(S(=O)(=O)NCC(=O)N3CCC(C)CC3)cc2s1 | 0.48
COc1cccc(C(c2sc3ncnn3c2O)N2CCc3ccccc3C2)c1 (stereo not given) | 0.13
COc1cccc(CNC(=O)C2CCCN(S(C)(=O)=O)C2)c1 (stereo not given) | -0.3
COc1ccc(C(=N/O)/C(=N/O)c2ccc(OC)cc2)cc1 | -4
CN(C)c1ccc(C2CC(=O)NC3=C2C(=O)CC(C)(C)C3)cc1 (stereo not given) | 0.58
Cc1cccc(OCCCC(=O)Nc2ccc(S(=O)(=O)N3CCCC3)cc2)c1 | -4.1
FC(F)(F)c1cccc(N2CCN(Cc3cccnc3)CC2)c1 | 0.33
COc1ccc(C(CC(=O)O)NC(=O)C2CCCCC2)cc1 (stereo not given) | 0.61
N#Cc1nc(COc2ccccc2)oc1N1CCCCCC1 | -4*
CCOC(=O)C1CN(S(=O)(=O)c2ccccc2)C1 | 0.47
CC(=O)Nc1ccc(NC(=O)CSc2nnc(-c3ccccc3)n2Cc2ccc3c(c2)OCO3)cc1 | 1.1
COc1ccc(C(=O)NCCn2cc(SCC(=O)N3CCOCC3)c3ccccc32)cc1 | 0.79
O=C(ONc1ccc(N=NC(=O)c2ccccc2O)cc1)c1ccccc1 | -4.5*
O=C(NCc1ccccc1)C1=C[C@@H](c2csc3ccccc23)C[C@@H](OCCCCO)O1 | -1.7
CC1(C)CC(=O)c2cnc(N)nc2C1 | -0.079
Cc1nn(C)c(Oc2ccccc2)c1CCNS(=O)(=O)c1ccc(F)cc1 | -1.1
CC(=O)Nc1nnc(C)s1 | 0.36
Cc1cccc(-c2nnn(Cc3nnc(NC(=O)c4ccccc4)s3)n2)c1 | 0.1
COC(=O)NC1CCS(=O)(=O)C1 (stereo not given) | -0.012
COc1ccccc1NC(=O)C1=C(C)Nc2nc(CCCO)nn2C1c1ccc2c(c1)OCO2 (stereo not given) | -0.33
CC(C)(C)C(=O)Nc1ccnc(-c2cccnc2)n1 | 1.2
CCOCCN(C(=O)COC)c1cccc(OC)c1 | -0.58
OC(CNCc1ccco1)COc1ccccc1 (stereo not given) | 0.0053
CC(C)(C)C(=O)Nc1ccc(C(=O)OC2CCCCC2)cc1 | -1.9
Cc1cc(NC(=O)c2cccc(S(=O)(=O)N3CCCC3)c2)no1 | 0.019
CCOc1cc2c(C#N)c(N3CCNCC3)nc(N)c2c(N)n1 | 0.28
CC(=O)C1=C(C)NC(=O)NC1c1cc(Br)ccc1OCC#N (stereo not given) | -0.11
Cc1cc(-c2cccs2)nc(-n2cccc2)n1 | 0.35
CCc1ccc(CCC(=O)Nc2nnc(C)s2)o1 | 0.079
NC(=O)c1nsc(C(=O)N(CC(=O)NCc2ccc(F)cc2)Cc2ccco2)c1N | 0.61
CCC(=O)Nc1ccc(NC(=O)Cc2ccccc2)cn1 | 0.64
Cc1cc(Nc2cccc(F)c2)nc(-c2ccccc2O)n1 | 0.023
COc1cccc(/C=N/n2c(=S)n(C)c3cc(C)c(C)cc32)c1OC | 0.48
O=C(O)CCCN=C1CCCc2ccccc2N1 | 0.8
N#CC(C(N)=O)=C1CCC2(CC1)OCCCCO2 | 0.46
Cc1ccc(NC(=S)NNC(=S)NCc2ccccc2)cc1 | 0.43
O=C(NCc1ccc(F)cc1)C1C2C=CC3(CN(Cc4cccnc4)C(=O)C13)O2 (stereo not given) | 0.59
CCOc1cc(-c2nc(-c3ccc(C)nc3OCC)no2)cc(OCC)c1OCC | 0.23
CCCC(=O)c1c[nH]c(C(=O)NCc2ccco2)c1 | 0.16
O=C1c2ccccc2C(=O)N1c1ccc(-c2nc3ccccc3o2)cc1 | 0.58
CCN1CCN(C(=O)Nc2cccc3ccccc23)CC1 | 1.3
O=c1[nH]c2ccc(S(=O)(=O)NCc3ccccn3)cc2s1 | 0.36
CCN(C(=O)c1c(C)cc(=O)oc1C)c1ccc2c(c1)OCO2 | 0.55
c1ccc2c(CNn3cnnc3)cccc2c1 | 0.14
O=C(Nc1ccccc1)N1CCN(c2cccc(C(F)(F)F)c2)CC1 | -3.9
CC(C)c1nc2n[nH]c(N)c2c2c1CCCC2 | -0.099
Oc1ccc(-c2[nH]ncc2-c2ccc(Cl)cc2)c(O)c1 | -1.5
More compounds follow:
SMILES | Cav3 T inh
O=C1N/C(=N\N=C\c2cccnc2)SC1Cc1ccc(SC(F)F)cc1 (stereo not given) | -0.52
CCCNc1nc(C)cc(-c2cc(C(=O)NCc3ccccc3)on2)n1 | 0.2
CC1(C)CC(=O)C2=C(C1)N(c1ccccc1C#N)C(N)=C(C#N)C2c1cccs1 (stereo not given) | -0.79
CCOC(=O)N1CCC(N2CCN(c3cc(C)ccc3C)CC2)CC1 | 0.3
Cn1c(=O)c2cc(S(=O)(=O)N3CCOCC3)ccc2n(C)c1=O | -0.035
Cc1cccc(C(=O)O/N=C/c2c(Cl)n(C)c3ccccc23)c1 | -1.2
CCNS(=O)(=O)c1ccc(Br)c(OC)c1 | 0.43
COc1ccc(OC)c(C2/C(=C(\O)c3ccc(OC)c(Cl)c3)C(=O)C(=O)N2CCN(C)C)c1 (stereo not given) | -0.071
COc1cc(CNCCO)cc(Br)c1OCc1cccs1 | 0.018
O=C(COc1ccc(-c2nnco2)cc1)N1CCN(S(=O)(=O)c2ccccc2)CC1 | -0.89
CCCCOCCCNC(=O)Cc1cccs1 | -1.9
CC1(C)CNC(=O)c2sc(N3CCCCC3)nc2C1 | 0.2
Cc1cc(Cl)ccc1NC(=O)Nc1c(C)n(-c2ccccc2)c(=O)n1C | -0.081
COc1ccc(S(=O)(=O)N2CCSC2c2ccc(OC)c(OC)c2)cc1 (stereo not given) | -0.98
CC(=O)NCCc1ccc(S(=O)(=O)N2CCOCC2)cc1 | 0.61
CCOC(=O)c1c(NC(=O)CSc2nnnn2C)sc(C)c1-c1ccc(C)cc1 | -4.5*
CC(NC(=O)C(=O)NN=C1CCCCCC1)c1ccccc1 (stereo not given) | 0.0072
O=C(CSc1nnc(-c2ccccc2)o1)N1CCc2ccccc2C1 | -0.61
O=C(Nc1nccs1)c1ccc(Cl)s1 | -0.69
COc1cccc(NCc2cc3c(C(C)(C)C)nn(-c4ccccc4)c3[nH]c2=O)c1 | -4
O=c1c(F)cn(C2CCCO2)c(=O)n1Cc1c(Cl)cccc1Cl (stereo not given) | 1.4
CCCN(Cc1ccc(N(CC)CC)cc1)CC1CC1 | -0.058
COc1ccc(CCNC(=O)CSc2nc3ccccc3o2)cc1OC | 0.3
COc1ccc(N2CCN(C(=O)c3cc4c(-c5cccc(OC)c5)nn(C)c4s3)CC2)cc1 | -0.58
CCC(C)NS(=O)(=O)c1ccc(S(=O)(=O)N2CCCC3(CCCCC3)C2)cc1 (stereo not given) | -6.3*
CCc1ccccc1NC(=O)CN1CCC(NC(=O)COC)CC1 | -0.78
CCCCN1C(=O)NC(NS(=O)(=O)c2ccc(N)cc2)(C(F)(F)F)C1=O (stereo not given) | -0.42
Cc1cc(Cl)ccc1OCC(=O)NCCCN1CCOCC1 | -0.051
Cc1cc2ccccc2n1CCNC(=O)c1cccs1 | -2.4
O=C(O)CSc1nc(C(F)(F)F)cc(=O)n1-c1ccccc1 | -0.18
CCOC(=O)N1CCN(C(=O)CSCC(=O)Nc2nc(-c3cccs3)cs2)CC1 | -1.4
C=CCc1cccc2cc(C(=O)O)c(=O)oc12 | -0.069
CN(CCNC(=O)CCNC(=O)Cn1ccc2ccccc2c1=O)Cc1ccccc1 | 1.5
CC(=O)N=c1ncn(CC(COC(C)=O)OC(C)=O)c2nc[nH]c12 (stereo not given) | 0.78
O=C(Nc1cccc(F)c1)NC1CCCCC1 | 0.57
CCOC(=O)NC(CC(=O)O)c1ccc(OC)cc1 (stereo not given) | 1.3
CCOC(=O)C(C)n1ncn2cccc2c1=O (stereo not given) | 0.98
CCCc1nnc(SCC(=O)N2CCOCC2)n1Cc1ccco1 | 0.7
C=CCn1c(SCC(=O)Nc2ccc3c(c2)OCO3)nnc1-c1ccccc1OC | -0.26
COCCN1C=C2C(=O)C(C)(OC(=O)CCC(=O)OC)C(=O)C=C2C=C1C1CC1 (stereo not given) | -0.0082
Cc1ccccc1-c1nc2ccccc2c(=O)n1/N=C/c1ccccc1[N+](=O)[O-] | -1.9
Cc1ccc(C(=O)OCC(=O)Nc2cc(F)ccc2F)cc1NC(=O)c1ccco1 | -0.79
COCCSc1nc2c(c(=O)[nH]c(=O)n2C)n1Cc1cccc(C)c1 | -0.9
CCO[C@@H]1OC(C(=O)NCc2ccccc2)=C[C@H](C(C)(C)C)[C@H]1CCCO | -0.7
O=C(NC1CCCCC1)c1ccc(CN2CCOCC2)cc1 | 0.58
COC(=O)c1cc(Cl)c(N)cc1OC | 0.35
O=C(Nc1ccccc1Cl)c1ccccc1Cl | 0.017
Cc1[nH]nc2c1C(c1ccc(Cl)cc1)C(C#N)=C(N)O2 (stereo not given) | -0.19
O=S1(=O)CCN2C(c3ccc4c(c3)CCCC4)=CSC2=N1 | 0.08
Cc1ccc(/C(N)=N/OC(=O)c2cc(-c3ccccc3)nc3ccccc23)cc1 | -1.4
CCOC(=O)c1ccc2c(c1)N(CC(=O)N1CCCC1)C(=O)C(C)(C)O2 | -0.1
COc1cccc(CNCc2ccc(SC)cc2)c1OC | 0.05

Source: PubChem BioAssay (Vanderbilt High Throughput Screening Facility)
